Screening results from PubChem.
CXCR6 inh – inhibitors of human CXCR6 receptor; 360,000 compounds, 0.36% hits; O00574; AID 602244; CHO-K1 PathHunter CXCR6 beta-arrestin, luminescence; inhibition, % at 20 µM; in the data active = inhibition above about 34%, passing the limit was not always enough;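 note: antagonist mode with CXCL16 agonist at 10 nM final; 0% = 10 nM CXCL16 with DMSO and 100% = unstimulated wells without agonist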
Gli-Sufu antag – Gli-Sufu pathway antagonism | Sufu-KO-LIGHT fibroblasts, Gli luciferase reporter luminescence | inhibition, % at 5 µM | 340,000 compounds, 0.74% hits | AID 588413;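 active = inhibition above about 55%, limit read from the data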;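 note: 0% = DMSO-treated cells and 100% = wells with medium but no cells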
UBC13 inh – blocks human UBC13 polyubiquitin chain formation; inhibition, % at 20 µM; P61088; TR-FRET; 330,000 compounds, 0.47% hits; in the data active = inhibition above about 45%, passing the limit was not always enough
697 NFkB inh – inhibitors of the PMA/ionomycin-induced NF-kB reporter in 697 B cells. 697 B-cell NF-kB luciferase reporter, 16 h. inhibition, % at 4 µM. 330,000 compounds, 0.33% hits; in the data active = inhibition above about 35%
APJ antagonist – blocks the human apelin receptor APJ. inhibition, % at 20 µM. CHO-K1 APJ beta-arrestin complementation, luminescence. 330,000 compounds, 0.32% hits. P35414;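 active = inhibition above about 40% at 20 µM, limit read from the data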;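 note: cells challenged with 10 nM apelin-13 agonist together with compound; plate controls were apelin-13 plus DMSO wells for no effect and DMSO wells lacking apelin-13 for full effect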
Target sequence (P35414 whole entry, looked up): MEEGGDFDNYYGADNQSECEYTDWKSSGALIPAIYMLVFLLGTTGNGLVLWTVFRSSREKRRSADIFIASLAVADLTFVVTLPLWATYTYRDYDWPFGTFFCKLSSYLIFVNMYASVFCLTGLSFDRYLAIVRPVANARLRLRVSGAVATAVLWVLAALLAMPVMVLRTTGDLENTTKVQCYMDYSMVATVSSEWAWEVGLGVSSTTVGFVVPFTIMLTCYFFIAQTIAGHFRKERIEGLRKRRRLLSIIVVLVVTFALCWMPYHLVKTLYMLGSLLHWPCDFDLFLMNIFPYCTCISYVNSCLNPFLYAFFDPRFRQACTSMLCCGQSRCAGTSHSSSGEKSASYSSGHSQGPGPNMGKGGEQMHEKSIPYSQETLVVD
CCR6 antagonist – CCR6 (human) receptor antagonism; P51684; CHO-K1 CCR6 PathHunter beta-arrestin, luminescence, CCL20-stimulated; inhibition, % at 20 µM; 340,000 compounds, 0.49% hits;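 active = compounds whose inhibition of the agonist-driven luminescence signal at 20 µM reaches about 50%, limit read from the data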;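 note: cells stimulated with CCL20 at 14 nM final; plate controls were DMSO with CCL20 for no effect and DMSO without agonist for full effect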
Target sequence (P51684 whole entry, looked up): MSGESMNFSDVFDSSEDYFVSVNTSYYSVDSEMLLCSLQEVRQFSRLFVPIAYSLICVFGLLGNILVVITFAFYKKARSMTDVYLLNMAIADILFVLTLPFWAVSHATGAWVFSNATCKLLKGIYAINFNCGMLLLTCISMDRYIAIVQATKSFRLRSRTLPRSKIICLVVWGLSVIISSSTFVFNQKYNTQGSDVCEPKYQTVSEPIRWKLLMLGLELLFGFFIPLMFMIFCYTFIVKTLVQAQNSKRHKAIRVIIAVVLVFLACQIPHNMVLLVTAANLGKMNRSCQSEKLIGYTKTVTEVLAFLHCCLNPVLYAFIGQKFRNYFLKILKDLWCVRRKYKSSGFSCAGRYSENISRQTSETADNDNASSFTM
Jurkat NFkB inh – inhibitors of the PMA/ionomycin-induced NF-kB reporter in Jurkat cells; PMA/ionomycin-induced NF-kB luciferase reporter, luminescence; inhibition, % at 4 µM; 330,000 compounds, 0.53% hits; AID 435003; in the data active = inhibition above about 50%
EBI2 antag – blocks human EBI2 receptor beta-arrestin signaling; EBI2 beta-arrestin recruitment, luminescence, 7a,25-OHC stimulated; AID 651636; inhibition, % at 5 µM; P32249; 360,000 compounds, 0.81% hits; in the data active = inhibition above about 38%;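 note: enzyme fragment complementation signal reports receptor beta-arrestin coupling in cells; 0% = agonist plus DMSO wells and 100% = wells without agonist; some results beyond the cut were filed as inactive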
Target sequence (P32249 whole entry, looked up, the tested form may be a part): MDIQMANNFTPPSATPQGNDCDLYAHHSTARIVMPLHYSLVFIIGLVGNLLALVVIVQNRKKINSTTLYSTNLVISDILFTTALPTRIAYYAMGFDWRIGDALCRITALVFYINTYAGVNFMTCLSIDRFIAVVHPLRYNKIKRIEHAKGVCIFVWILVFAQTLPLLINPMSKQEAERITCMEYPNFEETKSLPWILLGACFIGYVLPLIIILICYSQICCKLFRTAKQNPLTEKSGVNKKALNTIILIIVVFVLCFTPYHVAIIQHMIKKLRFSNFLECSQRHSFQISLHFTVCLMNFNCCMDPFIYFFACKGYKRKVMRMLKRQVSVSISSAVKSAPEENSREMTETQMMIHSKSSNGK
* = called active by the depositor; . = no result given.

Under each structure – CCR6 antagonist	APJ antagonist	Jurkat NFkB inh	CXCR6 inh	697 NFkB inh	EBI2 antag	Gli-Sufu antag	UBC13 inh
CCN(CC)c1ccc(/C=C(\C#N)C(N)=O)cc1
  15	.	.	-1	.	0	6	.
c1ccc(OCCOCCOc2ccccc2)cc1
  -1	.	.	-6	.	-4	-7	.
Cc1ccn2c(NC(=O)C(C)(C)Oc3ccc(Cl)cc3)c(-c3cccs3)nc2c1
  1	6	-1	4	-7	42	11	6
Cc1ccc(C(CC(=O)N2CCNCC2)c2ccccc2)c(O)c1C (stereo not drawn)
  5	4	8	-12	3	-5	2	7
Cc1ccc2[nH]c(C(=O)N3CCCC(Nc4ccc(F)cc4)C3)cc2c1 (stereo not drawn)
  7	-5	-19	-8	0	24	0	-6
CCN(CC)c1ccc(NC(=S)NC(=O)C2CCC2)cc1
  2	0	1	2	-1	3	3	5
CCCC(=O)Nc1cnc(NC(=O)c2cccc(F)c2)cc1C
  4	-3	-90	-2	-88	-3	-50	1
Cc1[nH]c2ccccc2c1/C=C/c1nc2ccccc2c(=O)n1-c1cccc([N+](=O)[O-])c1
  22	4	4	-23	-13	3	50	-26
CCOC(=O)N1CCN(C(=O)CS(=O)(=O)c2cn(Cc3cccc(F)c3)c3ccccc23)CC1
  10	-3	-18	0	-15	0	9	2
c1ccc(-n2c(Cc3cn4ccsc4n3)nnc2N2CCOCC2)cc1
  2	8	-10	8	-2	-14	3	-8

Remaining list, next part.
Under each structure – CCR6 antagonist	APJ antagonist	Jurkat NFkB inh	CXCR6 inh	697 NFkB inh	EBI2 antag	Gli-Sufu antag	UBC13 inh
Cc1csc(SCc2nc3scc(-c4ccccc4)c3c(=O)[nH]2)n1
  4	0	-3	-1	-8	3	-5	-7
CCCCN(CC)S(=O)(=O)c1ccc(C(=O)Nc2nnc(-c3cccs3)o2)cc1
  8	10	-11	.	-66	.	7	-22
Cc1cc([N+](=O)[O-])ccc1NC(=O)CCC(=O)N1CCCCC1
  15	0	15	-2	-10	-4	4	2
O=C(CCNC(=O)c1ccccc1Cl)Nc1cccc(S(=O)(=O)N2CCCC2)c1
  6	6	-7	3	-1	8	-2	4
O=C(Nc1ccccc1)Nc1nnc(SCc2ccc(Cl)cc2)s1
  11	11	-6	-1	-8	-1	23	-5
O=P1(O)C=C(c2ccccc2)OC(c2ccccc2)=C1
  -5	11	-36	-17	-60	-2	-24	-11
CC(=O)Nc1ccc(-c2csc(NCc3ccco3)n2)cc1
  -11	-3	-96	-4	-96	-15	-2	14
CCn1c(SCC(=O)Nc2ccccc2)nnc1-c1cccs1
  10	3	-5	-2	12	-6	-6	6
COc1ccccc1/C=C/C=N/n1c(-c2ccc(F)cc2)n[nH]c1=S
  6	-5	-12	4	-21	-2	3	-16
COC(=O)c1ccc(C23CC4(C2)[C@H](CN(Cc2cccnc2)[C@@H]4c2ccccc2)C3c2ccc(Cl)nc2)cc1 (stereo partly drawn)
  12	10	2	16	22	16	3	-7

(listing goes on)
Under each structure – CCR6 antagonist	APJ antagonist	Jurkat NFkB inh	CXCR6 inh	697 NFkB inh	EBI2 antag	Gli-Sufu antag	UBC13 inh
CN(C)c1ccc(C(C(=O)NC2CCCC2)N(C(=O)c2csnn2)C2CC2)cc1 (stereo not drawn)
  5	6	13	-3	-2	-8	-13	2
O=C(NCCCCCCCN1CCCCCCC1)C(C1CCCCC1)C1CCCCC1
  -3	.	.	0	.	2	14	.
COc1ccccc1OCCC(=O)OCC(=O)c1[nH]c(C)c(C(C)=O)c1C
  6	4	17	-4	17	6	7	15
Cc1ccn2cc(-c3cccc(NS(C)(=O)=O)c3)nc2c1
  -4	-15	-73	-1	-41	0	-22	9
CCOC(=O)c1c(NC(=S)Nc2cccnc2)sc(C)c1C
  5	7	14	7	15	-2	0	16
O=C(Cn1cnc2scc(-c3ccc(F)cc3)c2c1=O)N1CCOCC1
  -25	15	2	-7	9	-9	5	-6
Cc1cc(Oc2ccc(-c3ccccc3)cc2)nc(N2CCOCC2)n1
  43	-7	-8	-10	3	7	-6	6
O=C1CCCN1c1ccc(C(=O)N(Cc2nnc(-c3ccc(Cl)cc3)o2)C2CC2)cc1
  11	7	8	1	-6	-14	5	-3
CCOc1ccc(NC(=O)CN(C)C(=O)C2CSC3(C)CCC(=O)N23)cc1OCC (stereo not drawn)
  0	0	-2	4	25	2	0	3
CCN(CC)CCN1c2ccccc2Sc2ccc3ccccc3c21
  4	-31	6	-6	-6	-23	26	24

Later entries
Under each structure – CCR6 antagonist	APJ antagonist	Jurkat NFkB inh	CXCR6 inh	697 NFkB inh	EBI2 antag	Gli-Sufu antag	UBC13 inh
COc1ccc([C@H]2CC(=O)C=C(c3ccc(OC(F)(F)F)cc3)C2)cc1OC
  4	2	37	19	8	31	-24	14
O=[N+]([O-])c1ccc(SNc2ccccc2)c([N+](=O)[O-])c1
  16	.	.	-8	.	30	-6	.
Cc1cccc(C(=O)NCC(=O)NCCSc2ccc(Br)cc2)c1
  9	5	2	2	4	17	-5	9
COc1cccc(CN2CCNC(=O)C2CC(=O)N(C)C2CCOCC2)c1OC (stereo not drawn)
  6	1	8	-5	-4	0	-7	-6
CCCCN(C)CCN1C(=O)C2C(C(=O)Nc3cccc(OC)c3)C3C=CC2(O3)C1C(=O)NC1CCCCC1C (stereo not drawn)
  16	-6	-10	-8	-13	1	24	-3
COc1ccc(NS(=O)(=O)c2ccc(OCC(=O)N3CCOCC3)cc2)cc1
  13	4	16	-5	8	-5	-2	5
CCC(C)n1c(=O)c(C(=O)Nc2ccccc2S(N)(=O)=O)c(O)c2ccccc21 (stereo not drawn)
  15	-7	1	-4	8	0	2	44
O=C1CN(C(=O)NCC(=O)N[C@@H](C(=O)O)c2ccccc2)c2ccccc2N1
  8	17	-15	1	-10	-3	4	3
Cc1ccc(Cn2c(C3CCCN3c3nc(C)cs3)nc3cc(C(=O)NCCCO)ccc32)cc1 (stereo not drawn)
  6	10	8	-14	7	-2	-7	7
COC(=O)Nc1ccc(S(=O)(=O)N(C)C)cc1
  7	-3	3	-8	15	2	-3	-6

Full records as entered above. Order of screens: CCR6 antagonist | APJ antagonist | Jurkat NFkB inh | CXCR6 inh | 697 NFkB inh | EBI2 antag | Gli-Sufu antag | UBC13 inh
O=[N+]([O-])c1ccc(SNc2ccccc2)c([N+](=O)[O-])c1 is listed with 16 | . | . | -8 | . | 30 | -6 | .
COc1cccc(CN2CCNC(=O)C2CC(=O)N(C)C2CCOCC2)c1OC (stereo not drawn) is listed with 6 | 1 | 8 | -5 | -4 | 0 | -7 | -6

Following part
Under each structure – CCR6 antagonist	APJ antagonist	Jurkat NFkB inh	CXCR6 inh	697 NFkB inh	EBI2 antag	Gli-Sufu antag	UBC13 inh
COc1ccccc1N(CC(O)Cn1c(C)nc2ccccc21)S(=O)(=O)c1ccccc1 (stereo not drawn)
  6	2	2	6	20	4	5	5
CCOC(=O)N/N=C1\CC(C)S(=O)(=O)c2ccc(Cl)cc21 (stereo not drawn)
  13	-1	18	0	23	-15	2	-7
N#CC1c2ccccc2C=CN1C(=O)c1ccccc1 (stereo not drawn)
  16	11	13	0	5	-2	0	9
CCCCCNC(=O)c1cccc(S(=O)(=O)N2CC3(C)CC2CC(C)(C)C3)c1 (stereo not drawn)
  13	10	-11	1	7	9	5	-1
Cc1ccc2c(c1)-n1c(nc3ccc(C)cc3c1=O)C(Cc1ccccc1)NC2=O (stereo not drawn)
  .	13	9	.	-8	.	.	5
Cc1cc(C)c2c(CC(=O)O)coc2c1
  -23	-2	-7	3	16	3	-2	0
COc1ccc(NC(=O)C2(c3ccc(NC(=O)c4ccc(OC)cc4)cc3)CCCC2)cc1
  -8	-4	-8	1	4	-4	-6	-10
CC(=O)c1cccc(NC(=O)c2cc(S(=O)(=O)N3CCOCC3)cs2)c1
  1	15	-2	-8	8	-4	-2	-3
CC(=O)Nc1ccc(SCC(=O)NC(=O)c2ccccc2Br)cc1
  8	-1	9	0	7	-4	8	10
CCOC(=O)Cc1csc(NC(=O)c2ccc(C)cc2)n1
  19	2	4	-3	-2	0	-27	-1

Another view of four compounds above.
SMILES | CCR6 antagonist | APJ antagonist | Jurkat NFkB inh | CXCR6 inh | 697 NFkB inh | EBI2 antag | Gli-Sufu antag | UBC13 inh
CCOC(=O)N1CCN(C(=O)CS(=O)(=O)c2cn(Cc3cccc(F)c3)c3ccccc23)CC1 | 10 | -3 | -18 | 0 | -15 | 0 | 9 | 2
COc1cccc(CN2CCNC(=O)C2CC(=O)N(C)C2CCOCC2)c1OC (stereo not drawn) | 6 | 1 | 8 | -5 | -4 | 0 | -7 | -6
CCn1c(SCC(=O)Nc2ccccc2)nnc1-c1cccs1 | 10 | 3 | -5 | -2 | 12 | -6 | -6 | 6
c1ccc(-n2c(Cc3cn4ccsc4n3)nnc2N2CCOCC2)cc1 | 2 | 8 | -10 | 8 | -2 | -14 | 3 | -8

Next structures follow.
Under each structure – CCR6 antagonist	APJ antagonist	Jurkat NFkB inh	CXCR6 inh	697 NFkB inh	EBI2 antag	Gli-Sufu antag	UBC13 inh
Cc1nnsc1NC(=O)OCCCl
  16	-12	9	8	-7	-10	-1	2
Cc1nnc(NC(=O)c2cccc(S(=O)(=O)N(C)c3cccc(Cl)c3)c2)s1
  9	3	12	1	-6	1	-3	16
CC(C)OP(=O)(OC(C)C)C(Nc1ccccc1)c1ccc2c(c1)OCO2 (stereo not drawn)
  15	-9	5	7	13	3	0	-13
O=C(CSc1nc2ccccc2c(=O)[nH]1)Nc1ccc(C(=O)O)cc1
  7	8	-3	4	20	1	-15	6
COc1ccc(C2c3c(ncn(CCCO)c3=N)Oc3ccc4ccccc4c32)cc1 (stereo not drawn)
  7	7	28	2	17	2	0	-7
CCOC(=O)N1C2=NC(C(=O)OC)=C(C(=O)OC)[C@@H]3N(Cc4ccccc4)c4ccccc4[C@]23C[C@H]1C(=O)OC
  -2	-10	6	.	8	.	10	4
COc1ccc(S(=O)(=O)NC2CCCC2)cc1Br
  3	-9	-8	-4	-4	-1	-9	5
CN=C(c1ccco1)n1c(=S)nc(-c2ccco2)n(C)c1=S
  10	19	5	5	-6	0	4	-19
CC(C)CC(OC(=O)c1ccco1)C(=O)NC1CCCC1 (stereo not drawn)
  7	1	-16	-2	2	-1	11	1
CN(C)/C=C/C(=O)c1ccc(F)cc1
  -1	0	-5	-1	6	-9	0	-18

An excerpt of these results, tab-delimited.
molecule	CCR6 antagonist	APJ antagonist	Jurkat NFkB inh	CXCR6 inh	697 NFkB inh	EBI2 antag	Gli-Sufu antag	UBC13 inh
O=C(CSc1nc2ccccc2c(=O)[nH]1)Nc1ccc(C(=O)O)cc1	7	8	-3	4	20	1	-15	6
COc1ccc(C2c3c(ncn(CCCO)c3=N)Oc3ccc4ccccc4c32)cc1 (stereo not drawn)	7	7	28	2	17	2	0	-7
CCOC(=O)N1C2=NC(C(=O)OC)=C(C(=O)OC)[C@@H]3N(Cc4ccccc4)c4ccccc4[C@]23C[C@H]1C(=O)OC	-2	-10	6	.	8	.	10	4
COc1ccc(S(=O)(=O)NC2CCCC2)cc1Br	3	-9	-8	-4	-4	-1	-9	5
CN=C(c1ccco1)n1c(=S)nc(-c2ccco2)n(C)c1=S	10	19	5	5	-6	0	4	-19
CC(C)CC(OC(=O)c1ccco1)C(=O)NC1CCCC1 (stereo not drawn)	7	1	-16	-2	2	-1	11	1

Later entries
Under each structure – CCR6 antagonist	APJ antagonist	Jurkat NFkB inh	CXCR6 inh	697 NFkB inh	EBI2 antag	Gli-Sufu antag	UBC13 inh
CC(=O)Nc1ccc(S(=O)(=O)N2CCNC(=O)C2)cc1
  3	7	-2	-1	9	-3	-3	14
CCNC(=S)N/N=C(\C)c1cccc(OC)c1
  -16	-10	-6	7	-3	-6	4	-5
S=C(N/N=C/c1ccc(Br)cc1)N1CCCCC1
  17	11	-82	-6	-134	37	-68	0
CC1(C)Oc2ccc3ccc(=O)oc3c2/C(=C/Nc2ccccn2)C1=O
  7	-21	17	-2	20	-12	-16	2
CC(=O)n1cc(N(C(=O)CCl)c2ccc([N+](=O)[O-])cc2)c2ccccc21
  2	-2	-4	12	-12	8	5	-3
Cc1ccc(C2(CC(=O)Nc3nccs3)CCOC(C(C)C)C2)cc1 (stereo not drawn)
  3	-12	1	-8	-19	-1	-1	8
COc1ccccc1C(=O)OC(C)CN1CCN(C)CC1 (stereo not drawn)
  16	-6	-10	0	9	6	24	-4
COc1ccc(NC(=O)C2CC(c3ccc(Cl)cc3)=NO2)cc1OC (stereo not drawn)
  11	-5	-1	-6	-4	11	-13	0
